Screens deposited in PubChem BioAssay by National Center for Advancing Translational Sciences (NCATS).
D1 agonist – activates the human D1 dopamine receptor | 360,000 tested, 1% active | AID 504660 | HEK293 T-REx D1 cells, calcium flux, agonist mode | P21728 | activation, % at 2 µM; in the data active = activation above about 30%; also: 0% is about no effect
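Inducible HEK293 T-REx D1 cells, force-coupled to calcium signalling, were plated at 4000 cells/well with tetracycline and held overnight at 30 C. After no-wash calcium dye loading, compound-evoked calcium rise over 180 s flagged agonists.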
RXFP1 ag – RXFP1 (human) receptor agonism; HEK293T-RXFP1 cAMP TR-FRET, 30 min; response scale: percent of porcine relaxin response, buffer zero; Potency, µM (highest dose often 57.5 µM), for the others: at the highest dose activation, most hits filed as activators; 370,000 tested, 0.3% active; also: potency is read from the fitted curve at half-maximal effect; % is scaled to controls: 0 for no effect and ±100 for the full control effect; nearly all actives have a fitted effect of over 60% in size; many of its hits are not listed in these tables
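cAMP rise read by TR-FRET after 30 min, 37C compound exposure (up to 58 uM) in RXFP1-transfected HEK293 cells with Ro 20174 present. EC50 from Hill-equation fits, with 29 nM porcine relaxin as 100% and buffer as basal.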
Glioma ERSR ind – inducers of ER stress response in human glioma cells; U87-MG GRP78 promoter luciferase reporter, 16 h; Potency, µM, without a hit: at the highest dose activation, hits mostly activators; 420,000 tested, 0.02% active; AID 602332; also: potency is read from the fitted curve at half-maximal effect; series mostly up to about 76 µM; % of control where 0% means no effect; nearly all actives have a fitted effect of over 35% in size
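ERSR induction read as luciferase luminescence (Bright-Glo, 10 min at room temperature) in stably transfected human U87-MG glioma cells exposed to compounds for 16 h, using GRP78 as sensor.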
Vif-APOBEC3G blk – inhibitors of Vif-APOBEC3G interaction; Q9HC16; HeLa A3G-eYFP + Vif (tagged APOBEC3G with the HIV-1 protein that degrades it), YFP fluorescence, overnight; Potency, µM (titrated, usually from 46.1 µM), for inactives: at the highest dose activity, negative = active, hits mostly inhibitors; 410,000 tested, 0.076% active;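 also: potency is read from the fitted curve at half-maximal effect; % is scaled to controls: 0 for no effect and ±100 for the full control effect; nearly all actives have a fitted effect of over 60% in size; hits raise eYFP signal because A3G escapes Vif-driven loss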
Target sequence (Q9HC16 whole entry, looked up): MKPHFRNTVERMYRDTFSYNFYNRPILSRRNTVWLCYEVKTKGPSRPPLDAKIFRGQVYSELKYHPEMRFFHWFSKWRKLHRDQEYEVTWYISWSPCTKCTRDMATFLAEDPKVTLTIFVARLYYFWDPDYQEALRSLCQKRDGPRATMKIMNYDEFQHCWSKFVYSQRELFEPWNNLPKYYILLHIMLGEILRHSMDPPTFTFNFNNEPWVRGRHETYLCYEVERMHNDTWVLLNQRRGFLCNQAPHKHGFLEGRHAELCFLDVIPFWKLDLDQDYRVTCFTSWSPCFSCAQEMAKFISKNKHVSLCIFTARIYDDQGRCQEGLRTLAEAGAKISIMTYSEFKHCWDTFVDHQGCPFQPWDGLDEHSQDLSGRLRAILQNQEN
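Read-out is eYFP fluorescence (Ex 488/Em 500-530) from Vif-expressing HeLa A3G-eYFP cells; more signal means A3G escaped Vif-mediated degradation. Cells plated overnight, compound pinned in, incubated overnight at 37 deg C.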
D1 potentiator – enhances dopamine response at the human D1 receptor | AID 504651 | HEK293 TREx D1 cells, calcium flux, dopamine EC20 potentiation | 360,000 tested, 0.036% active | potentiation, % at 10 µM; in the data active = potentiation above about 30%; also: 0% is about no effect
D2 potentiator – positively modulates the human D2 dopamine receptor allosterically; HEK293 T-REx D2, calcium flux, EC20 dopamine potentiation; potentiation, % at 10 µM; AID 485347; 340,000 tested, 0.34% active;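 active = potentiation over 3 SD above the plate norm, cut at about 30% in these data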; also: 0% is about no effect
Target sequence (P14416 whole entry, looked up): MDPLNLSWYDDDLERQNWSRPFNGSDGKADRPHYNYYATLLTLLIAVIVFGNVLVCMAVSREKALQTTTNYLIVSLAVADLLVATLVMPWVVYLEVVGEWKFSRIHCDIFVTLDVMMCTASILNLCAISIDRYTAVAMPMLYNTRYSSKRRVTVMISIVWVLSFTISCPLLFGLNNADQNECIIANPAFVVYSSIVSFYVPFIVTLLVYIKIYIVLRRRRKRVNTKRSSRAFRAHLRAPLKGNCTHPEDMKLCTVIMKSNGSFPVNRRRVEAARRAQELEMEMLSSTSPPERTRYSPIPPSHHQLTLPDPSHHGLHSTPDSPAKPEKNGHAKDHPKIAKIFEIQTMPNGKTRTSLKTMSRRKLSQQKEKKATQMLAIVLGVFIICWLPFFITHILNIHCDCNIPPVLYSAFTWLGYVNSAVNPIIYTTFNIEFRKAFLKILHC
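Cells plated with tetracycline inducer and held overnight at 30 C; calcium dye loaded 30–90 min at room temperature; baseline taken, compound added and read 180 s; EC20 dopamine then added and read 180 s.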
LDHA inh – blocks human lactate dehydrogenase A | P00338 | purified LDHA, NADH/diaphorase-resazurin fluorescence; hits give low values | activity change, % (values are at about 110 or 230 µM) | 480,000 tested, 0.15% active | AID 1347041; in the data active = activity change below about -30%; inconclusive = mostly about -25% to -30%;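 also: plate controls were DMSO wells for no effect and wells without enzyme for full effect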
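Human LDH5 at 2 nM final in Tris HCl pH 7.4 with 0.06 mM NADH and 0.2 mM pyruvate, reacted 5 minutes at room temperature. Remaining NADH coupled via diaphorase/resazurin; resorufin fluorescence read at 0 and 20 minutes, normalized to enzyme-free and DMSO wells.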
D1 antagonist – blocks dopamine activation of the human D1 receptor. P21728. HEK293 TREx D1 cells, calcium flux, dopamine EC80; hits give low values. activity change, negative = inhibition, % at 10 µM. 360,000 tested, 3.2% active. AID 504652; in the data active = activity change below about -30%; also: % is scaled to controls: 0 for no effect and ±100 for the full control effect
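Antagonism measured as reduced calcium response to an EC80 dopamine addition following 180 s compound pre-read; cells were inducible HEK293 Trex D1 plated overnight at 30 C, read kinetically at 1 cycle/sec.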
Vif-A3F inh – Vif-A3F binding inhibition; HeLa A3F-eYFP + Vif (tagged APOBEC3F with the HIV-1 protein that degrades it), YFP fluorescence increase; Potency, µM (doses to about 46.1 µM), without a hit: at the top dose activity, negative = active; 390,000 tested, 0.2% active; AID 602313; also: potency is read from the fitted curve at half-maximal effect; % of control where 0% means no effect; nearly all actives have a fitted effect of over 65% in size
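HeLa cells stably expressing A3F-eYFP plus Vif, plated and incubated overnight at 37 deg C, then exposed to compounds overnight at 37 deg C. Blocked degradation read as raised yellow fluorescence (Ex 488/Em 500-530).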
* = called active by the depositor; ? = inconclusive; · = not tested or not shown; & = joins results of further samples. Unless noted, calls follow the shape of the dose curve; as a rule, active = well fitted curve in the direction sought with a large enough effect; inconclusive = small, poorly fitted or top-dose-only effect, or another doubt; inactive = no such curve, though single readings can be large; an effect the other way counts as inactive or inconclusive. Not all compounds are listed; count on the stated rates, not on these rows.

SMILES	D1 antagonist	D1 agonist	D2 potentiator	RXFP1 ag	Glioma ERSR ind	D1 potentiator	LDHA inh	Vif-A3F inh	Vif-APOBEC3G blk
CCOC(=O)c1ccc(NC(=O)CSc2c(C(C)C)cnc3c2c(=O)n(C)c(=O)n3C)cc1	-16	0	7	0.4%	4%	-1	-4	-1%	0%
O=C(NCc1cccnc1)c1csc2c1CCCC2	-19	0	-5	1.6%	-2%	6	-5	-3%	-1%
COc1ccc(C2=NN(CC(=O)NCCCN(C)c3ccccc3)C(=O)CC2)cc1	11	-1	16	-0.5%	-1%	-4	2	-2%	1%
COc1cccc(NC(=O)COC(=O)CCC(=O)c2cccs2)c1	-19	-1	-4	0.1%	-3%	3	-7	0%	0%
CN1CCN(c2ccc(Cl)cc2NC(=O)CC2OC(=O)c3ccccc32)CC1 (stereo not given)	-14	5	-14	-0.2%	-2%	-12	-16	6%	4%
CC(C)[C@H](NC(=O)c1ccco1)C(=O)OCC(=O)Nc1ccc(F)cc1	-12	0	-4	2.2%	5%	-6	-12	9%	1%
Cn1ccnc1SCC(=O)c1c(N)n(C)c(=O)n(C)c1=O	·	·	·	·	-2%	·	-2	-1%	-7%
Cc1ccc(N2C(=O)CS(=O)(=O)C23C(=O)N(Cc2ccccc2F)c2ccccc23)cc1Cl (stereo not given)	1	11	-5	-0.4%	-1%	0	-5	0%	-2%
COc1ccc(C(=O)Nc2cc(C(C)=O)c(C)oc2=O)cc1	6	2	10	3.6%	1%	0	-5	?	-3%
COc1ccc(NC(=O)c2cccc3ccccc23)cc1OC	·	·	·	·	-1%	·	-1	-1%	1%
COc1ccc(C(C)=O)cc1COc1ccc(F)cc1	-5	2	-3	-1.0%	1%	-2	-7	-6%	-2%
CC1CCC/C(=N\NC(=O)Nc2ccccc2)C1 (stereo not given)	-3	2	-1	-2.5%	3%	12	-1	15%	0%
O=C(COC(=O)c1sc2ccccc2c1Cl)Nc1ncc(Cl)cc1Cl	3	4	2	15%	-3%	-3	-7	?	-1%
CCCc1cc(=O)oc2c(CN(CC)CC)c(O)c(Cl)cc12	-44*	3	6	24%	1%	9	-2	-6%	-9%
O=C(O)c1ccccc1NC(=O)C1C2C=CC(C2)C1C(=O)O (stereo not given)	34	5	·	1.5%	-1%	1	-4	1%	4%

Next part
SMILES	D1 antagonist	D1 agonist	D2 potentiator	RXFP1 ag	Glioma ERSR ind	D1 potentiator	LDHA inh	Vif-A3F inh	Vif-APOBEC3G blk
CC(=O)Cc1nsc(NC(=O)c2ccc(-c3ccc(Cl)c(Cl)c3)o2)n1	-8	5	1	-0.9%	2%	-3	-6	-18%	-8%
COc1ccc(S(=O)(=O)Nc2ccc3oc(C)c(C(=O)O)c3c2)cc1	-4	2	-2	-1.1%	-2%	·	-4&21	-8%	-5%
CCCCNC(=O)c1ccc(CS(=O)(=O)c2ccc(OC)cc2)o1	-16	4	10	-1.0%	-2%	-4	0	2%	-4%
C[C@H](NC(N)=O)C(=O)OCC(=O)Nc1ccc(OC(F)F)cc1	-6	3	1	1.4%	-3%	-2	-2	0%	1%
CC(=O)Nc1ccccc1NC(=O)c1ccc(C)c(C)c1	·	-2	-12	1.4%	-3%	2	-2	12%	-15%
CCOc1ccc(OCC(O)CN2CCc3ccccc3C2)cc1 (stereo not given)	4	3	-22	3.8%	-4%	-3	0	-3%	-8%
CC(=NCCCn1ccnc1)C1=C(O)c2ccccc2C1=O	19	3	6	1.6%	-4%	-2	2	1%	-4%
COc1ccc(CCNS(=O)(=O)c2cc(/C=C/C(=O)O)ccc2C)cc1OC	-16	3	-5	0.3%	-6%	-3	-17	9%	3%
O=C(CN1C(=O)C(=O)c2ccccc21)c1ccccc1	1	-1	-4	1.3%	-6%	0	5	0%	0%
CCOc1ccc(S(=O)(=O)N2CCCC(C(=O)NCC3CCCO3)C2)cc1Cl (stereo not given)	18	3	12	-0.2%	-1%	2	-4	-1%	0%
N#CCOc1ccccc1P(=O)(c1ccccc1)c1ccccc1	-3	4	-3	-3.1%	-6%	2	-8	-3%	4%
O=C(NC1CCCCCC1)c1cc(S(=O)(=O)N2CCC3(CC2)OCCO3)ccc1F	3	4	5	-3.5%	-2%	3	-6	-2%	3%
COc1ccc(C2CC(=O)N(CC(=O)Nc3cccc(C)c3C)c3ccccc3S2)cc1OC (stereo not given)	24	-2	27	2.6%	-1%	-2	-8	2%	-5%
Cc1noc(C)c1COc1ccc(C(=O)N2CCN(c3ccccn3)CC2)cc1	-17	1	1	-0.6%	-1%	-2	-8	-17%	0%
Cc1ccc(NC(=O)CN2C(=O)NC(Cc3ccccc3)C2=O)cc1 (stereo not given)	17	2	13	-2.5%	0%	1	-12	4%	-2%

(list continues)
SMILES	D1 antagonist	D1 agonist	D2 potentiator	RXFP1 ag	Glioma ERSR ind	D1 potentiator	LDHA inh	Vif-A3F inh	Vif-APOBEC3G blk
CCOc1ccccc1OC(=O)c1ccco1	-1	0	0	3.2%	3%	-5	-5	-4%	0%
CCCOc1ccc(-c2nc(-c3ccc(N)cc3)cs2)cc1	11	2	6	0.3%	·	1	·	·	·
COC(=O)CN1C(=O)COc2ccc(S(=O)(=O)NCc3ccc(F)cc3)cc21	-4	1	-6	-2.9%	0%	-5	-1	?	0%
CCOc1ccc(C2C(=O)N(C3CCCCC3)CC(=O)N2Cc2ccc(F)cc2)cc1OC (stereo not given)	-23	0	-12	0.3%	-3%	-2	-3	7%	-1%
Cc1sc2cc(-c3cccc([N+](=O)[O-])c3)c(-c3cccc([N+](=O)[O-])c3)c[n+]2c1C	-7	0	-6	7.5%	-6%	5	0	-9%	0%
CCC1CCCCN1CCCNC(=O)CCC(=O)N1CC(C)Oc2ccccc21 (stereo not given)	9	2	-2	3.2%	-4%	3	-7	5%	4%
Cc1ccccc1C(=O)NC=C1C(=O)OC(C)(C)OC1=O	-26	1	-5	-0.3%	-4%	1	-4	0%	-1%
CC(C)c1ccc(-c2c(C#N)c(N)nc(SCC(=O)N3CCCCC3)c2C#N)cc1	5	3	-4	22µM*	-1%	1	-11	-15%	0%
CC(C)=CCN1CCN(CCCc2ccccc2)CC1CCO (stereo not given)	20	-2	-11	-1.2%	-1%	-7	-2	0%	-6%
CCOc1ccc(NC(=O)CN(C)C(=O)CC(NC(=O)c2ccccc2)c2ccccc2)cc1OCC (stereo not given)	7	1	-13	0.2%	-5%	4	1	-2%	0%
COC(=O)CC[C@@H](C(=O)O)N1C(=O)c2ccccc2C1=O	-3	0	-2	0.1%	-6%	0	-6	-13%	0%
CCCCN(C(=O)/C=C/c1ccccc1)C1CCS(=O)(=O)C1 (stereo not given)	-5	0	-2	-0.3%	1%	-6	-4	7%	2%
O=S(=O)(c1ccccc1)N1CCN(C2CCN(Cc3ccccc3)CC2)CC1	10	3	-6	0.5%	-4%	2	-3	7%	-1%
COc1ccccc1C(=O)Nc1ccc(-c2nnn(CC(=O)N3CCN(C(=O)c4ccco4)CC3)n2)cc1	-29	2	10	-0.1%	3%	0	-9	-12%	1%
CCCC(=O)c1cc(F)c(N2CCN(C(=O)OCC)CC2)cc1C	-14	5	2	-0.6%	-7%	-7	3	8%	2%

An excerpt from above with just D1 antagonist and Glioma ERSR ind.
canonical_smiles	D1 antagonist	Glioma ERSR ind
Cc1ccccc1C(=O)NC=C1C(=O)OC(C)(C)OC1=O	-26	-4%
CC(C)c1ccc(-c2c(C#N)c(N)nc(SCC(=O)N3CCCCC3)c2C#N)cc1	5	-1%

Following part.
SMILES	D1 antagonist	D1 agonist	D2 potentiator	RXFP1 ag	Glioma ERSR ind	D1 potentiator	LDHA inh	Vif-A3F inh	Vif-APOBEC3G blk
Nc1cc(=O)[nH]c(SCC(=O)Nc2cc(S(=O)(=O)N3CCCCC3)ccc2Cl)n1	12	1	13	-0.5%	1%	-2	-6	-5%	0%
CCOC(=O)/C=c1\s/c(=C\c2ccc(C(=O)OC)cc2)c(=O)n1CC(=O)Nc1ccccc1	4	1	17	0.4%	-5%	14	-2	?	1%
Cc1ccc2nc(-c3cccc(S(=O)(=O)N(C)C)c3)cn2c1	-1	3	-15	-0.8%	-1%	-10	-1	-5%	-3%
COC(=O)[C@]1(C)N[C@H](CN(C)C(=O)c2ccc(C(C)(C)C)cc2)[C@@H]2C(=O)N(Cc3ccccc3)C(=O)[C@@H]21	·	·	·	·	1%	·	-2	0%	-2%
CC(=O)Nc1ccc(/C=N/NC(=O)c2cc(-c3ccco3)nc3ccccc23)cc1	11	2	15	-0.2%	-2%	-7	-14	1%	-7%
O=[N+]([O-])c1cccnc1Sc1ccccc1Cl	·	·	·	·	-5%	·	-8	13%	-6%
COCCCNC(=O)CSc1nc(-c2ccc(OC)cc2)[nH]c1-c1ccc(OC)cc1	0	3	2	0.2%	-3%	2	0	0%	-2%
Cc1ccc([N+](=O)[O-])cc1NC(=O)c1cccs1	-7	1	6	-1.1%	3%	-3	-6	-8%	-4%
COc1ccc(NC(=O)N(C)C[C@@H]2OCc3cn(nn3)CCCC(=O)N([C@H](C)CO)C[C@H]2C)c(OC)c1	·	·	·	·	-3%	·	3	0%	0%
CCOC(=O)c1nn(-c2ccc(Cl)cc2C)ccc1=O	6	1	1	0.3%	-4%	0	-4	0%	-9%
CC(=O)CCn1cnc([N+](=O)[O-])n1	11	1	·	1.5%	2%	-4	3	1%	6%
COc1ccc(C)cc1S(=O)(=O)N1CCCC(C(=O)N2CCN(c3ccccc3F)CC2)C1 (stereo not given)	13	3	-4	0.2%	-5%	-3	-7	0%	-5%
CC(C)(O)c1[nH]c2ccc(C(F)(F)F)cc2c1C(C)(C)O	2	3	1	-0.9%	2%	-11	-2	-8%	-4%
OCCN(CCO)c1ccc2ccccc2c1	16	-1	-5	1.3%	-2%	-3	1	6%	-1%
Cc1ccc(C(=O)N2CCN(S(=O)(=O)c3ccc(C(C)C)cc3)CC2)s1	-4	7	0	1.3%	0%	-3	-4	-26%	0%
CCCn1nnnc1NCc1cccc(Cl)c1	7	0	2	5.8%	-3%	-2	-4	3%	3%
